Screening results from PubChem BioAssay.
A3G deaminase: APOBEC3G (human) deaminase inhibition. 0.28% of 330,000 active. inhibition, % at 20 µM. AID 493012. recombinant A3G, ssDNA deamination FAM/TAMRA fluorescence;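 active = inhibition of at least 40% at 20 µM, with no more than 30% in the related APOBEC3A deaminase screen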;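 note: plate controls were DMSO wells with A3G for no effect and wells lacking A3G enzyme for full effect; some compounds called inactive have numbers as strong as hits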
tim10-1 inh: growth inhibitors of tim10-1 mutant yeast; 2.2% of 330,000 active; AID 463190; inhibition, % at 20 µM; S. cerevisiae tim10-1 ts strain growth, BacTiter-Glo, 24 h;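 active = inhibition of at least 40%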;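 note: mutant grown at 25 °C; 0% = DMSO wells with yeast and 100% = wells holding no yeast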
A3A deaminase: human APOBEC3A DNA deaminase inhibition | P31941 | recombinant A3A, FAM/TAMRA ssDNA deamination fluorescence | inhibition, % at 20 µM | 0.41% of 330,000 active | AID 493011;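 active = at least 40% inhibition at 20 µM here, with at most 30% in a related deaminase screen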;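 note: plate controls were A3A with DMSO for no effect and wells lacking A3A enzyme for full effect; some results filed as inactive read as strong as hits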
Target sequence (P31941 whole entry, looked up): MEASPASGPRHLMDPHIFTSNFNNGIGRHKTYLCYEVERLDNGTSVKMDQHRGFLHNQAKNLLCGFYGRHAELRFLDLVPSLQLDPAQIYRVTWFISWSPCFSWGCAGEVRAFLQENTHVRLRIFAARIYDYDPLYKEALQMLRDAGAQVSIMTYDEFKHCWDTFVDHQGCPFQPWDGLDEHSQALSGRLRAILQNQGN
beta cell repl: MIN6 beta-cell proliferation induction; MIN6 cells proliferation, ATPlite luminescence, 48 h; cells starved in 0.2% serum; 100% = growth in 10% serum; proliferation, % at 10 µM; 0.29% of 330,000 active;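 active = compounds whose signal lies at least 3.5 SD above the mean of all wells on their plate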;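 note: 0% = DMSO-treated cells in low-serum medium and 100% = 10% serum control; some compounds called inactive have numbers as strong as hits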
mIAP act: increases mouse intestinal alkaline phosphatase activity; 0.24% of 330,000 active; muIAP, CDP-Star luminescence, 30 min; hits give high values; 1 = vehicle-only enzyme signal, 0 = enzyme-free wells; activation factor at 10 µM;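 active = activation factor of at least 2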; note: the source names both 10 and 20 µM as test concentration; values of inactives mirror those of a sister screen read the other way
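Assay system: mouse IAP enzyme; Reagent: CDP-Star chemiluminescent phosphatase substrate; Compound: DMSO-dissolved test compounds; Incubation: 30 min, room temperature; Technique: luminescence from enzymatic CDP-Star hydrolysis; Controls: DMSO-only wells and no-enzyme negative control.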
TIM10 inh: inhibits growth of TIM10 yeast strain; S. cerevisiae TIM10 strain growth, BacTiter-Glo luminescence, 24 h; inhibition, % at 10 µM; 1.4% of 330,000 active; AID 463195;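 active = inhibition of 40% or more at the single tested concentration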;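 note: wild-type TIM10 isogenic control strain grown at permissive 25 °C; 0% = DMSO yeast wells and 100% = minimal medium wells without yeast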
mIAP inh: mouse IAP inhibition. inhibition, % at 10 µM. purified mouse IAP, CDP-Star luminescence, 30 min. 0.2% of 330,000 active;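 active = inhibition of at least 40% at 10 µM in the primary screen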;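 note: plate controls were DMSO with enzyme for no effect and no enzyme wells for full effect; values of inactives mirror those of a sister screen read the other way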
NLRP3 yeast inh: inhibitors of NALP3 inflammasome in yeast; 0.39% of 330,000 active; AID 2825; Yeast reconstituted NLRP3/ASC/caspase-1, beta-gal luminescence, 24 h; inhibition, % at 10 µM;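 active = inhibition of 50% or more; inactive = inhibition below 50%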;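 note: plate controls were induced DMSO wells for no effect and uninduced yeast grown without galactose for full effect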
hIAP inh: blocks human intestinal alkaline phosphatase. P09923. purified IAP, CDP-Star luminescence, 30 min. inhibition, % at 10 µM. 0.12% of 330,000 active. AID 2544;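 active = inhibition reaching a set limit with compound at 10 µM in the primary screen, cut at about 35% in these data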;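 note: plate controls were DMSO wells with enzyme for no effect and no-enzyme buffer wells for full effect; values of inactives mirror those of a sister screen read the other way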
Target sequence (P09923 whole entry, looked up): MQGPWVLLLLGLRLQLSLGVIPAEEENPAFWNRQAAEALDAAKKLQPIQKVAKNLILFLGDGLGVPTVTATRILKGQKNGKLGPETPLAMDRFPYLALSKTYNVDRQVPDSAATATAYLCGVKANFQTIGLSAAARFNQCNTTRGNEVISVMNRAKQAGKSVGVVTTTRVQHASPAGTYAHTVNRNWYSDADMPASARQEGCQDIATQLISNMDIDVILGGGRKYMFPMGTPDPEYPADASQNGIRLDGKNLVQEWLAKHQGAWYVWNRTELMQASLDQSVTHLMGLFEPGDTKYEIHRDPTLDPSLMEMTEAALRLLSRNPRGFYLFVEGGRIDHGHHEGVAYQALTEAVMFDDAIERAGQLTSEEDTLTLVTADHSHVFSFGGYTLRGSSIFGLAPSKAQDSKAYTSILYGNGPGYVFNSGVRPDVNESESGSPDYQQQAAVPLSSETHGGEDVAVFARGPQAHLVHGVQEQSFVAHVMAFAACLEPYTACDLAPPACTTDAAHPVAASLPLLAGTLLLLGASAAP
An asterisk follows results filed as active.

molecule,TIM10 inh,beta cell repl,A3G deaminase,hIAP inh,NLRP3 yeast inh,mIAP inh,A3A deaminase,tim10-1 inh,mIAP act
C=C(C)CSc1nnc([C@H](CCSC)NC(=O)OC(C)(C)C)o1,7.7,-1.6,-6.2,9.2,14.3,-0.5,-2.9,20.2,1
O=C(Nc1nccs1)c1ccc([N+](=O)[O-])cc1Cl,-6.4,-2.6,-2.7,10.6,9.3,-3.5,-7.9,0.6,1.03
CCOc1ccc(N(C)S(=O)(=O)c2cc(-c3cc(C)no3)ccc2C)cc1,-13.7,-5.0,-4.3,-10.8,4.4,7.0,-3.5,15.0,0.93
O=C1c2ccc([N+](=O)[O-])cc2C(=O)N1CNc1ccccn1,-2.7,-2.9,0.1,-17.7,0.1,0.7,-2.1,1.8,0.993
CN(C)S(=O)(=O)c1cccc(NC(=O)c2cc3c(cc2Cl)N2CCCCCC2=NS3(=O)=O)c1,9.0,-1.6,-0.7,0.1,23.5,4.4,2.9,19.5,0.956
COc1ccc(Cc2nnc(SCC(=O)N3CCc4ccccc4C3)o2)cc1,15.1,-3.0,-3.2,-31.6,9.7,-1.0,-3.4,21.5,1.01
O=C(COc1ccc(F)c(Cl)c1)c1ccc[nH]1,-1.5,0.5,7.6,2.6,12.7,-4.7,2.7,5.5,1.05
CC(C)C1N=C2c3ccccc3N=C(SCC(=O)c3ccc(O)c(O)c3)N2C1=O (stereo not given),-27.6,-1.7,-3.4,-22.8,4.5,32.1,-1.9,15.8,0.679
Cn1c(=O)c2cc(S(=O)(=O)NCCC(=O)Nc3ccc(F)cc3F)ccc2n(C)c1=O,3.9,-0.7,-5.7,-12.8,4.3,2.3,5.2,10.7,0.977
N#Cc1ccccc1OCC(=O)NNC(=O)CCNC(=O)c1ccccc1,1.2,2.3,-3.2,8.6,17.5,11.6,-1.7,0.0,0.884
O=C(Nc1ccc(NC(=O)C2CCCCC2)nc1)c1cccs1,47.5*,-1.9,3.6,-8.6,-8.6,1.8,3.2,22.1,0.982
COc1ccc(C2CCCN2C(=S)Nc2cccc(Cl)c2)cc1OC (stereo not given),15.5,0.6,-4.2,-7.8,18.6,-7.3,2.5,13.6,1.07

Brought forward from above: 2 entries, then new ones.
molecule,TIM10 inh,beta cell repl,A3G deaminase,hIAP inh,NLRP3 yeast inh,mIAP inh,A3A deaminase,tim10-1 inh,mIAP act
O=C(Nc1ccc(NC(=O)C2CCCCC2)nc1)c1cccs1,47.5*,-1.9,3.6,-8.6,-8.6,1.8,3.2,22.1,0.982
COc1ccc(C2CCCN2C(=S)Nc2cccc(Cl)c2)cc1OC (stereo not given),15.5,0.6,-4.2,-7.8,18.6,-7.3,2.5,13.6,1.07
CCOC(=O)CN(C(=O)CSc1nnc(COc2ccc(OC)cc2)n1CC)c1ccccc1,15.7,2.6,-7.3,5.7,6.4,2.5,-2.9,20.7,0.975
CCOC(=O)c1ccc(N(CC(=O)NCC2CCCO2)C(=O)CCC(=O)Nc2cc(C)on2)cc1 (stereo not given),7.7,1.3,-6.0,2.1,15.0,9.1,-1.4,-16.0,0.909
CC1CCN(C(=O)COC(=O)CCC(=O)c2cccs2)CC1,-1.2,-2.6,-11.8,12.0,13.4,2.1,-0.2,-2.8,0.979
CC1CC(OC(=O)C(O)c2ccccc2)CC(C)(C)N1C (stereo not given),4.4,-1.9,-3.0,11.7,23.8,8.6,-0.3,-0.2,0.914
O=C(OCC(=O)N1CCN(c2ccccc2)CC1)c1ncc(Cl)c(Cl)c1Cl,21.1,-0.8,-5.3,17.8,22.0,7.8,-2.4,28.9,0.922
O=C(O)c1ccc(Cl)c(S(=O)(=O)N(Cc2ccccc2)c2ccc(Cl)cc2)c1,19.9,-3.1,-5.2,13.8,-7.6,8.0,-3.3,29.5,0.92
CCCC(CCC)C(=O)Nc1c[nH]c(=O)[nH]c1=O,9.7,-0.7,-7.9,6.3,-5.3,8.9,-1.2,11.2,0.911
Nc1cc(N)nc(SCc2ccc(Cl)cc2)n1,0.6,-3.3,-4.1,-29.5,17.8,7.2,-6.5,-3.5,0.928
O=c1c2ccccc2nc2n1C1(CCCCC1)Cc1ccccc1-2,-0.4,-2.8,-5.2,-12.9,8.2,6.9,-1.4,11.1,0.931
O=C(Nc1cccc(S(=O)(=O)Nc2ccccc2Cl)c1)c1ccc(Cl)nc1,4.4,-0.8,-4.8,3.1,7.8,7.4,-2.8,11.0,0.926
Cc1[nH]nc2nc3c(c(OC(=O)c4ccccc4)c12)c(=O)n(C)c(=O)n3C,8.0,0.9,-5.0,4.2,12.4,7.0,-1.9,-12.1,0.93
Cc1cccc(OCCn2nnc3ccccc32)c1C,3.9,-4.4,0.4,-24.7,36.6,-2.9,-4.9,13.2,1.03

The list continues.
molecule,TIM10 inh,beta cell repl,A3G deaminase,hIAP inh,NLRP3 yeast inh,mIAP inh,A3A deaminase,tim10-1 inh,mIAP act
O=C(CN1CCN(c2ccccc2F)CC1)c1c[nH]c2ccc(F)cc12,7.6,-0.5,1.1,2.5,18.9,0.2,-0.2,28.3,0.998
COc1ccc([C@@H]2[C@@H]3C(=O)N(C(C)(C)C)C(=O)[C@@H]3[C@]3(Cc4ccccc4)C(=O)N(c4ccc(C(F)(F)F)cc4)C(=O)N23)cc1,19.6,-5.8,-6.5,4.7,5.6,3.8,4.2,2.4,0.962
CCCCN1C(=O)c2ccc(C(=O)NCCN3C(=O)S/C(=C\c4cccnc4)C3=O)cc2C1=O,8.3,0.2,0.6,15.9,3.1,4.9,-0.2,17.5,0.951
[O-]C1=N/[N+](=C/c2ccccc2Cl)CC1,2.2,-2.9,-6.1,-28.2,-5.8,9.8,-3.7,2.5,0.902
O=C(CSc1nnc(-c2ccco2)o1)c1ccc(F)c(F)c1,1.6,-1.5,1.2,8.3,14.5,12.0,2.2,12.9,0.88
COC(=O)c1cc(-c2ccc(C)cc2)n[nH]1,7.7,-1.4,-1.8,10.3,-9.6,3.8,-1.6,9.7,0.962
O=C(O)C1C2CCC(O2)C1C(=O)NCCC1=CCCCC1 (stereo not given),-3.7,2.6,3.2,-3.9,11.0,-12.0,2.2,3.3,1.12
Cc1ccc(S(=O)(=O)N(C)C)cc1NC(=O)CSc1nc2ccccc2c(=O)n1CC1CCCO1 (stereo not given),8.3,4.5,-7.3,-15.5,4.4,4.8,-1.9,12.5,0.952
C=C(Br)Cn1cnc2ccccc21,-11.1,-0.9,-3.9,-12.2,7.0,9.5,2.7,-3.2,0.905
O=C(NCc1ccncc1)c1ccc(N2CCCC2)c([N+](=O)[O-])c1,-12.0,1.2,-4.0,0.0,14.5,-1.8,-1.0,-30.6,1.02
Cc1ccsc1C(=O)c1sccc1C,-11.0,1.7,-2.4,18.5,32.6,8.5,-3.6,-4.0,0.915
COc1ccc(C2CC(c3cccs3)=NN2c2nc(-c3ccccc3)cs2)cc1OC (stereo not given),8.4,-2.4,23.2,8.7,13.6,10.9,-0.9,17.5,0.891

Following part
molecule,TIM10 inh,beta cell repl,A3G deaminase,hIAP inh,NLRP3 yeast inh,mIAP inh,A3A deaminase,tim10-1 inh,mIAP act
CC(C)CCNC(=O)CN(Cc1ccccc1)C(=O)CCC(=O)Nc1ccccn1,3.8,0.0,8.7,3.4,10.2,-2.8,2.5,3.8,1.03
CCOC(=O)N/N=C\c1ccc(-c2cccc(C(F)(F)F)c2)o1,11.2,-0.9,-4.1,6.1,18.4,3.1,0.7,31.8,0.969
C[C@H](CO)N1C[C@H](C)[C@@H](CN(C)Cc2ccc(C(=O)O)cc2)Oc2ccc(NC(=O)Cn3cnnn3)cc2C1=O,-2.5,0.9,-5.0,-15.4,12.3,-7.1,-2.2,-7.5,1.07
CC(=O)NNc1nc(-c2ccccc2)c2cc(Br)ccc2n1,11.4,0.5,-12.9,-11.6,10.2,3.3,-2.3,9.9,0.967
N#Cc1cc2cc3c(cc2nc1SCC(=O)OC1CCCCC1)OCO3,16.7,-1.4,-3.9,3.0,2.3,-1.6,-2.6,11.3,1.02
Cc1ccc(NC(=S)Nc2ccc(F)cc2)cc1C,8.4,-4.0,-4.6,-8.7,28.8,-15.3,-8.1,-4.2,1.15
Cn1nccc1NC(=O)Nc1ccc(Cl)cc1,-14.0,3.1,-7.8,-13.6,5.1,-24.1,-5.3,-8.0,1.24
O=C(CSc1nnnn1-c1ccccc1)N1CCc2ccccc21,6.7,0.0,16.9,1.8,11.3,1.2,41.3*,7.1,0.988
CS(=O)(=O)N1N=C(c2ccc3nccnc3c2)CC1c1ccccc1 (stereo not given),-7.0,1.0,0.0,2.6,5.2,-5.6,1.6,11.4,1.06
CN(C(=O)COc1cc(C(F)(F)F)nn1C)c1ccccc1,-0.3,-1.5,-7.4,1.6,7.4,-3.8,-1.4,-11.0,1.04
CC(OC(=O)CCN=C1NS(=O)(=O)c2ccccc21)C(=O)N(C)c1ccccc1 (stereo not given),-1.7,3.5,-10.2,4.1,15.3,3.7,-4.7,5.1,0.963
O=C(Nc1ccc(F)cc1)c1cccc(NC(=O)C2C3CC4OC(=O)C2C4C3)c1 (stereo not given),14.3,0.8,-6.9,-15.8,11.7,-4.8,-1.1,6.1,1.05

Other entries.
molecule,TIM10 inh,beta cell repl,A3G deaminase,hIAP inh,NLRP3 yeast inh,mIAP inh,A3A deaminase,tim10-1 inh,mIAP act
CSc1nc(N)nc2c1ncn2CC(=O)NCCNc1ccc([N+](=O)[O-])cn1,-5.0,0.6,-6.9,-12.6,7.4,0.5,-5.0,-12.8,0.995
CN(CC(=O)Nc1c(Cl)cccc1Cl)C(=O)Cc1cccs1,1.6,4.8,-2.4,-0.6,3.7,13.4,-1.3,2.9,0.866
COC(=O)c1ccccc1NC(=O)CSCC(=O)Nc1ccccc1OC,-2.3,-1.8,-1.6,25.9,-3.9,-7.3,1.7,26.7,1.07
CCCc1cnc(N2CCN(C(=O)c3c(-c4ccccc4)noc3C)CC2)nc1,14.0,-1.3,-5.0,3.0,23.2,8.4,-1.5,8.4,0.916
Cc1sc2ncn(CC(=O)Nc3c(F)cccc3F)c(=O)c2c1S(=O)(=O)N1CCC(C)CC1,12.5,-0.7,-1.0,6.1,6.0,3.1,9.1,4.3,0.969
CN(C)S(=O)(=O)c1ccc(Cl)c(NC(=O)COC(=O)/C=C/c2ccc3ccccc3n2)c1,2.9,3.1,0.3,-6.0,6.4,-5.2,1.1,5.5,1.05
